From PubChem BioAssay
FXIIa inh – factor XIIa (human) inhibition | P00748 | purified FXIIa, Boc-QGR-AMC fluorogenic substrate, 2 h | inhibition, % at 5 µM | hit rate 0.3% among 220,000 | AID 800; in the data active means inhibition above about 40%;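 further: 0% = enzyme with no compound and 100% = blank without enzyme; many of its hits are not listed in these tables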
Target sequence (P00748 20-372 limits assumed): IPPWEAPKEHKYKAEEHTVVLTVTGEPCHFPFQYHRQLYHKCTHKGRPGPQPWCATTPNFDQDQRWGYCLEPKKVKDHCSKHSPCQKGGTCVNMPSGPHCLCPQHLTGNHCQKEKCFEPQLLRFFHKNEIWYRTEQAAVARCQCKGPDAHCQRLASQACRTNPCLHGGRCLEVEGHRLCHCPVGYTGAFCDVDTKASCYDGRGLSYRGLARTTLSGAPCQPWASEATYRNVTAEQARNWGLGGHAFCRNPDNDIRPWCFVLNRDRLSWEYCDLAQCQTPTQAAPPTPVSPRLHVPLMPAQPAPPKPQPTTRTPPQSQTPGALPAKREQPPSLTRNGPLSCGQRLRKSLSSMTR
Target sequence (P00748 373-615 limits assumed): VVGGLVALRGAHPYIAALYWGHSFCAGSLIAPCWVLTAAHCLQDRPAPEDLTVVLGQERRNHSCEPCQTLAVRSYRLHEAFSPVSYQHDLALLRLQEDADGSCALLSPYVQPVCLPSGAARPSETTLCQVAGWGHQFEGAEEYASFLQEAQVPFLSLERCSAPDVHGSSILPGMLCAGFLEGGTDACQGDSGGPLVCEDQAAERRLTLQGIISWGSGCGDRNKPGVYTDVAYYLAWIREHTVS
FXIa inh – blocks human coagulation factor XIa protease activity. hit rate 0.14% among 220,000. AID 798. inhibition, % at 5 µM. purified FXIa, Boc-Glu-Ala-Arg-AMC fluorogenic substrate;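 active means inhibition of at least 40%; inactive means inhibition below 40%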;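 further: fluorescence of freed AMC excited at 355 nm; 0% = enzyme without compound and 100% = no enzyme blank; many of its hits are not listed in these tables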
PERK inh – blocks human PERK kinase; Q9NZJ5; inhibition, % at 5.6 µM; hit rate 0.17% among 220,000; AID 1416; CHO PERK-DD fusion, SEAP luminescence translation reporter;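 active means inhibition above the mean inhibition of all tested compounds plus 3 SD, set separately per screening campaign, cut at about 2.9% in these data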;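 further: PERK kinase domain activated by AP20187 dimerizer at 100 nM; 0% = DMSO with dimerizer and 100% = rapamycin at 8.4 µM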
Calpain2 inh – blocks pig calpain II enzyme activity | purified calpain II, fluorogenic peptide substrate, 30 min | hit rate 0.37% among 220,000 | inhibition, % at 16 µM;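 active means inhibition above about 50%, limit read from the data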
KCC2 mod – KCC2 (human) Cl- transport modulation; KCC2 cells, thallium flux FluoZin-2 fluorescence; B-score of Tl+ flux slope (higher = more flux/activation; lower = inhibition) at 10 µM; hit rate 2.2% among 190,000;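 active means thallium flux slope and its plate-corrected score both differing from the plate sample mean at a set confidence after two filtering rounds, in either direction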;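 further: slope of fluorescence scaled to starting intensity during 10 to 20 s after thallium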
KLK5 inh – kallikrein 5 (human) inhibition; inhibition, % at 5 µM; recombinant hK5, fluorogenic AMC substrate cleavage; hit rate 0.59% among 210,000;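 active means inhibition of 40% or more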;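 further: 0% = enzyme controls without compound and 100% = no-enzyme blanks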
Furin inh – human furin inhibition | purified furin, fluorogenic substrate cleavage | inhibition, % at 30 µM | AID 463115 | hit rate 0.061% among 220,000; in the data active means inhibition above about 25%; further: inactives centre near -15
Rad51 HR inh – blocks human Rad51 in homologous recombination; inhibition, % at 10 µM; Q06609; hRad51 DNA strand exchange, fluorescence dequenching; hit rate 0.085% among 200,000;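 active means inhibition above 40% at the single screening dose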;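 further: 0% = DMSO control wells and 100% = blanks with heterologous ssDNA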
Target sequence (Q06609 whole entry, looked up): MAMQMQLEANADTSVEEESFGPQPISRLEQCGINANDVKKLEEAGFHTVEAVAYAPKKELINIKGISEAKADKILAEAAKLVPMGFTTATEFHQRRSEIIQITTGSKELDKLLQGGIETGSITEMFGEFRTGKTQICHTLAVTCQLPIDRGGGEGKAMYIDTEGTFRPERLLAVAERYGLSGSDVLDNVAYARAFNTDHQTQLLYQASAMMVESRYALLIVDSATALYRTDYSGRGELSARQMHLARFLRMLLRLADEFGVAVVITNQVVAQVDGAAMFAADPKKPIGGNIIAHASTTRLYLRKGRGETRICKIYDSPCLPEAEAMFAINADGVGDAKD
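material = hRad51 filaments on single-stranded DNA | reagent = Donor/quencher-labelled 47-bp dsDNA substrate | compound = 10 µM final, single point | schedule = strand-exchange reaction 15 min at room temperature | measured by = fluorescein emission 520 nm, excitation 485 nm | read-out basis = % inhibition versus plate control and blank means | benchmarks = plate controls and plate blanks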
Thrombin inh – inhibitors of human thrombin; alpha-thrombin, Boc-VPR-AMC fluorogenic substrate cleavage; inhibition, % at 5 µM; hit rate 0.26% among 220,000; AID 1046;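 active means inhibition at or above 40%; inactive means inhibition below 40%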;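 further: 0% = enzyme with no compound and 100% = wells without enzyme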
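Material: human alpha-thrombin protein. Incubation: reaction at ambient temperature. Technique: fluorescence of released AMC, ex 355 nm, em 460 nm. Control set: no-compound enzyme wells and no-enzyme blanks. Also added: Boc-VPR-AMC substrate, 15 µM final. Buffer or medium: pH 7.5 Tris (50 mM) with NaCl 150 mM, Tween 20 0.05%.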
* marks the source's active call; other numbers are inactive results; i = inactive; . = no result given; [ ] = dose if it differs, or a comment. These rows are one share of the data; count on the stated rates, not on these rows.

Values run as follows: FXIIa inh	FXIa inh	PERK inh	Calpain2 inh	KCC2 mod	KLK5 inh	Furin inh	Rad51 HR inh	Thrombin inh
- Cc1ccc(S(=O)(=O)N2CCCC2C(=O)NCc2ccco2)cc1 (centres undefined)
→ 7	-3	-0.3	-22	0.43	2	-19[20 µM]	5	-3
- CCC(C)NC(=O)CC1Oc2ccc(C)cc2NC1=O (centres undefined)
→ -1	-6	0.9	4	0.085	-10	-34	-2	0
- COC(=O)CN(c1ccc(C)cc1)S(=O)(=O)c1c(C)[nH]c(=O)[nH]c1=O
→ 13	-2	-0.6	-12	.	0	-25[20 µM]	-6	3
- O=C(CN1CCCc2ccccc21)NCc1ccc2c(c1)OCO2
→ 11	3	0.2	-13	-0.59	-1	-12	4	5
- CCCc1nc(SCC(=O)Nc2nnc(CC)s2)c2c(C)c(C)sc2n1
→ 9	-4	0.8	0	.	12	-20[20 µM]	0	0
- O=C(NCc1ccco1)/C(=C/C=C\c1ccccc1)NC(=O)c1ccc(Br)o1
→ 17	8	-1.2	-5	-3	-12	-11	4	-1
- S=C(NC1CCCCC1)N1CCOCC1
→ 14	3	1.1	-13	1.1	3	-25	17	3
- O=C(CCNC(=O)c1ccccc1Cl)Nc1cc(S(=O)(=O)N2CCOCC2)ccc1N1CCCC1
→ 4	-3	0.8	-12	-0.15	-2	-29	.	-1
- COc1ccc(N(CC(=O)Nc2cccc(SC)c2)S(C)(=O)=O)cc1
→ 3	0	-0.7	-10	0.069	-6	-16	3	1
- CCOC(=O)c1c(-c2ccc(OC)cc2)csc1NC(=O)CSc1ncnc2sccc12
→ 5	-7	-0.6	-24	0.94	-11	-13	-23	-12
- CCN(CC)CCCNC(=O)c1ccc(Cl)c(S(=O)(=O)Nc2ccccc2OC)c1
→ 23	7	-0.6	8	0.26	31	-8[20 µM]	2	19
- Cc1ccc(NC(=O)CN(C)CC(=O)Nc2ccc(F)c(F)c2F)c(Cl)c1
→ -1	-3	0.0	-5	0.018	-14	-22	2	4
- Nc1nc2n(n1)C(c1cccc(Cl)c1)CC(c1ccc(F)cc1)N2 (centres undefined)
→ 10	-2	0.3	-16	.	-11	-13	0	-1
- CCOc1ccc2nc(N/C(N)=N/C(=S)Nc3ccc(OC)cc3)nc(C)c2c1
→ 5	1	1.1	-123	-0.29	.	-6	.	-10
- COc1ccc(C(c2c(NC(=O)c3ccccc3)sc(C)c2C)N2CCN(CCO)CC2)cc1 (centres undefined)
→ 5	2	-0.7	-8	0.98	-6	-1	-7	17

Reprinted at random: four compounds from above
Values run as follows: FXIIa inh	FXIa inh	PERK inh	Calpain2 inh	KCC2 mod	KLK5 inh	Furin inh	Rad51 HR inh	Thrombin inh
- O=C(CN1CCCc2ccccc21)NCc1ccc2c(c1)OCO2
→ 11	3	0.2	-13	-0.59	-1	-12	4	5
- Nc1nc2n(n1)C(c1cccc(Cl)c1)CC(c1ccc(F)cc1)N2 (centres undefined)
→ 10	-2	0.3	-16	.	-11	-13	0	-1
- CCOC(=O)c1c(-c2ccc(OC)cc2)csc1NC(=O)CSc1ncnc2sccc12
→ 5	-7	-0.6	-24	0.94	-11	-13	-23	-12
- O=C(NCc1ccco1)/C(=C/C=C\c1ccccc1)NC(=O)c1ccc(Br)o1
→ 17	8	-1.2	-5	-3	-12	-11	4	-1

Continued:
Values run as follows: FXIIa inh	FXIa inh	PERK inh	Calpain2 inh	KCC2 mod	KLK5 inh	Furin inh	Rad51 HR inh	Thrombin inh
- CC(Nc1n[nH]c(=O)[nH]c1=O)C(=O)N/N=C/c1ccccc1 (centres undefined)
→ 11	-6	0.7	-6	1.6	-1	-24	7	0
- O=C1c2ccccc2-c2onc3c(Oc4ccccc4)cc(O)c1c23
→ -1	-8	-0.7	-54	.	-2	-11[20 µM]	.	-6
- O=C(CC(NS(=O)(=O)c1ccc(Cl)cc1)c1ccco1)NCc1cccnc1 (centres undefined)
→ -5	1	0.8	-28	0.041	4	-28	7	-19
- Cc1nn(-c2ccccc2)c2c1C(c1ccc([N+](=O)[O-])cc1)C(C#N)=C(N)O2 (centres undefined)
→ 6	-1	0.6	17	-1.1	-6	2	6	2
- CCOC(=O)/C=C1\SCC(=O)N1CC(=O)NC(C)c1ccccc1 (centres undefined)
→ 16	9	0.2	-6	-0.024	-18	-11	-11	-8
- COc1ccc(/C=C2\CC/C(=C\c3ccc(OC)c(OC)c3)C2=O)cc1OC
→ 9	6	0.0	-7	0.17	-12	-21	18	-2
- Cc1cc2cc(CCNC(=O)CC(C)C)c(=O)[nH]c2cc1C
→ 13	1	0.1	-23	-0.55	-3	3	1	-2
- CCOCCCn1c(=NC(C)=O)c(C#N)cc2c(=O)n3ccccc3nc21
→ 0	0	-0.3	-323	0.8	-5	-66	11	-7
- CNS(=O)(=O)c1cc(OC)ccc1OC
→ 2	-6	0.3	-11	0.41	-1	-14[20 µM]	3	-7
- Cc1ccc(N2C(=O)CC(NNC(=O)Cc3ccc(F)cc3)C2=O)cc1Cl (centres undefined)
→ 12	-1	0.7	15	.	-4	-6	9	-1
- O=C(CCNS(=O)(=O)c1ccc(Cl)cc1)NCc1cccnc1
→ 13	8	0.2	4	.	-2	-17	-11	-2
- CCc1cc(C(=O)c2ccc(OC)cc2)c(NC(=O)CN2CCCC2)s1
→ -1	3	0.6	25	-0.19	-12	-4	18	1
- COc1ccc([N+](=O)[O-])cc1N(CC(O)CN(CC(C)C)CC(C)C)S(=O)(=O)c1ccc(C)cc1 (centres undefined)
→ 40	24	-1.9	25	-1.5	38	2	-13	13
- CC(C)=C1SC(N2CCN(Cc3ccccc3)CC2)=NC1=O
→ 12	4	-0.9	-14	-1.5	-21	-20	0	-4
- C=CCn1c(CCc2cc(C(C)(C)C)c(O)c(C(C)(C)C)c2)n[nH]c1=S
→ 14	3	-0.7	32	1.4	-1	-21	1	1
- Cc1cc(N(C)C)c(C#N)c(NCc2ccccc2)n1
→ 27	3	1.2	1	0.36	64*	-29	21	19
- Cc1nn2c(NCCCN(C)C)c3c(nc2c1-c1ccccc1)CCC3
→ 3	3	-1.7	-34	.	56*	-2[20 µM]	-4	68*
- N#Cc1ccc(COC(=O)CSc2nnc(N)s2)cc1
→ 5	-9	0.5	15	-0.051	-6	-17	0	-11
- COc1ccc(OCCC(=O)OCC(=O)NCc2ccccc2)cc1
→ 12	2	0.2	1	0.024	-3	-3	-3	-13
- CCCCC12CN3CC(C)(CN(C1)C3c1ccc([N+](=O)[O-])o1)C2=O (centres undefined)
→ 0	-14	-0.2	21	-0.011	15	-6	-7	-9
- CCOC(=O)c1c(NC(=O)CSc2nnc(C)s2)sc2c1CCC(CC)C2 (centres undefined)
→ 5	-2	0.0	13	.	-8	-24[20 µM]	2	-1
- Cc1ccc(C(=O)Nc2nc3ccc(S(C)(=O)=O)cc3s2)o1
→ 15	7	0.8	-9	0.22	-10	-21[20 µM]	-1	4
- OCCNCCNCc1ccc(-c2ccccc2)cc1
→ 9	4	0.5	-27	-0.68	0	-24	20	4
- COC(=O)c1ccccc1NC(=O)c1cc2sccc2n1C
→ 0	-1	1.0	6	8.3*	-14	-21	-1	1
- O=C(CSc1nnc2ccc3ccccc3n12)N1CCOCC1
→ 8	3	0.6	-4	0.38	-10	-15	4	-3
- O=C(CCNC(=O)c1ccccc1Cl)OCC(=O)c1ccccc1
→ 5	-4	0.9	11	-0.96	0	-26	4	-7
- Nc1ccc(N=Nc2ccccc2)c(N)n1
→ -1	-6	0.4	26	-0.47	-4	-5	-2	-3
- CCOc1cc(C)c(Cl)cc1S(=O)(=O)n1ccnc1
→ 5	5	1.7	-18	-1.1	-14	-15	2	1
- O=C1CSC(=Nc2ccccc2)N1Cc1ccccc1
→ 1	-8	1.0	8	0.96	-16	-10	23	-2
- O=C(Cc1coc2cc3c(cc12)CCC3)OCC(=O)N1CCCC1=O
→ 4	2	0.8	13	0.86	-5	-22	-2	-7
- CCc1ccc(Nc2ncc3c(n2)CC(c2ccco2)CC3=O)cc1 (centres undefined)
→ 20	13	1.3	-16	.	-6	-2	-10	4
- COC(=O)c1ccc(-n2nnnc2SCC(=O)NCc2cccc(C(=O)O)c2)cc1
→ 19	7	0.8	-5	.	-4	-15	2	6
- FC(F)(F)c1cccc(-c2nc(COc3ccc(Cl)cc3Cl)no2)c1
→ 12	2	1.2	-5	0.075	-3	-11	5	-2
- O=C1CC(SCCc2nc3ccccc3[nH]2)C(=O)N1c1ccc(F)cc1 (centres undefined)
→ -11	-7	-0.1	8	.	2	-1[20 µM]	-6	-5
- S=C(Nc1ccccc1)Nc1ccc2cn[nH]c2c1
→ 2	0	0.6	21	-0.03	-5	-12	-18	22
- COc1cccc(NC(=O)c2ccc(Cn3cc([N+](=O)[O-])cn3)o2)c1
→ 5	0	-0.8	23	-0.44	-16	-1	-7	-1
- Cn1c(=O)c2c(nc(Oc3ccc4ccccc4c3)n2C)n(C)c1=O
→ -17	-2	-0.6	31	-0.4	-13	-19[20 µM]	-3	-13
- Cc1cc(N2C(=O)C3C4CC(c5ccccc5)C(C4)C3C2=O)no1 (centres undefined)
→ .	-2	0.9	7	1.1	-2	-17	2	-7
- CN(CC(=O)Nc1ccc(SC(F)F)cc1)C1CCCCC1
→ 5	-2	0.7	-11	-0.48	0	-34	18	5
- CCOC(=O)c1c(CN2CCN(C)CC2)n(C)c2cc(Br)c(OC)cc12
→ 17	3	-1.0	-28	1.2	-1	-11	2	5
- O=C(O)CCc1nn2c3ccccc3n(CC(=O)c3cccs3)c2nc1=O
→ 5	-3	0.1	-402	0.75	0	-19	-5	-8
- CCN(CC)CCNC(=O)C(C)c1nn(C)c(=O)c2ccccc12 (centres undefined)
→ 7	-4	1.2	-4	-0.26	-1	-20[20 µM]	7	-2
- C=CCn1c(C)nc2ccccc2c1=O
→ 7	-3	0.6	-15	1.2	-1	-17	-4	-6
- CN(C)CCCOC(=O)Cc1ccc(Cl)cc1
→ 10	3	0.2	4	-0.036	2	-18	-2	2
- O=C(CSc1nnnn1-c1ccccc1)Nc1ccc(Cl)cc1
→ 10	-1	0.7	-25	0.27	-17	-19[20 µM]	4	-3
- COc1ccc(CC(=O)Nc2cccc(C(=O)Nc3cccc(C)c3)c2)cc1
→ 5	14	-0.9	-18	.	-1	-8	5	-6
- O=C(COC(=O)c1ccccc1-c1nc2ccccc2s1)NC1CCS(=O)(=O)C1 (centres undefined)
→ 9	-1	0.0	-5	0.76	-8	-27	-3	-8
- O=C(O)c1cc2c(s1)-c1ccccc1OC2
→ -21	-24	0.9	i	0.22	-14	-144	15	-14
- COc1ccc(NC(=O)Nc2ccccc2SC)cc1OC
→ 3	-2	1.7	11	0.27	9	-34	.	-3
- CCC(=O)Nc1cccc(NC(=S)NC(=O)c2ccc(Cl)cc2)c1
→ 7	6	0.7	-2	-0.0094	-6	-13	6	-1
- COc1ccc(-c2noc(CN3CCN(c4ccccc4)CC3)n2)cc1
→ -8	-13	-0.3	17	0.12	0	-9	5	-1
- CC(C)c1cc(C(=O)Nc2cccc(C(F)(F)F)c2)no1
→ 9	-6	-0.5	3	.	12	-6[20 µM]	-5	-3
- COCCNC(=O)C(=O)N/N=C(\C)CC(=O)Nc1cccnc1
→ 11	3	0.9	9	0.055	7	-20	4	-2
- O=C(COC(=O)/C=C/c1cccc(F)c1)Nc1ncccn1
→ 12	4	1.1	-11	-0.013	3	-19	19	3
- C=CCNC(=O)c1cc(-c2ccc(Br)cc2)on1
→ 12	3	0.9	-21	.	2	-18	.	-1
- COc1ccc(OC)c(C2=Nn3c(nnc3-c3cccc(OC(C)C)c3)SC2)c1
→ 12	1	-0.2	-11	-1.5	-6	-26	-3	-5
